Bioassay records deposited in PubChem by several laboratories.
Kir21 inh: inhibitors of mouse Kir2.1 inward-rectifier potassium channel; P35561; B-score at 10 µM; AID 1672; 310,000 compounds, 0.85% hits; HEK293-Kir2.1, FluxOR thallium flux fluorescence; stronger effect = lower value;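 active = fluorescence ratio B-score at or below minus 3 SD of library scores, with starting-brightness B-score within 2 SD, cut at about -4.2 in these data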;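 note: channel flux triggered by added potassium and thallium sulfate stimulus; B-score of peak minus minimum fluorescence over baseline after thallium stimulus; more negative B-score means stronger Kir2.1 block with less thallium influx; some compounds called inactive have numbers as strong as hits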
Target sequence (P35561 whole entry, looked up): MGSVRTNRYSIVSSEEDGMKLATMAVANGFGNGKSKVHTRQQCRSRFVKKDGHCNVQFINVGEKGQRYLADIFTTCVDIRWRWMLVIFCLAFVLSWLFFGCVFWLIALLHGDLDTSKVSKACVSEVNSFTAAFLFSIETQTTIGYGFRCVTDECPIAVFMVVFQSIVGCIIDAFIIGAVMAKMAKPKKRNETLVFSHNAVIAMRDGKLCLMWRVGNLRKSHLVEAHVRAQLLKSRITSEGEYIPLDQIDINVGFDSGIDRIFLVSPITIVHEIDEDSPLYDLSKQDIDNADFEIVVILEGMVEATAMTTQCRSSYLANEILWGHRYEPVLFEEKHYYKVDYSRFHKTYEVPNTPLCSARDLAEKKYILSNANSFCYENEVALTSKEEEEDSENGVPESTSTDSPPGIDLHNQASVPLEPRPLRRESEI
STK33 kinase inh: blocks human STK33 kinase activity. Q9BYT3. purified STK33, MBP phosphorylation, ADP-Glo luminescence. inhibition, % at 10 µM. 320,000 compounds, 0.073% hits;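 active = inhibition at or above 25%, using the most active replicate where run in duplicate; inactive = inhibition below 25%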
Target sequence (Q9BYT3 whole entry, looked up): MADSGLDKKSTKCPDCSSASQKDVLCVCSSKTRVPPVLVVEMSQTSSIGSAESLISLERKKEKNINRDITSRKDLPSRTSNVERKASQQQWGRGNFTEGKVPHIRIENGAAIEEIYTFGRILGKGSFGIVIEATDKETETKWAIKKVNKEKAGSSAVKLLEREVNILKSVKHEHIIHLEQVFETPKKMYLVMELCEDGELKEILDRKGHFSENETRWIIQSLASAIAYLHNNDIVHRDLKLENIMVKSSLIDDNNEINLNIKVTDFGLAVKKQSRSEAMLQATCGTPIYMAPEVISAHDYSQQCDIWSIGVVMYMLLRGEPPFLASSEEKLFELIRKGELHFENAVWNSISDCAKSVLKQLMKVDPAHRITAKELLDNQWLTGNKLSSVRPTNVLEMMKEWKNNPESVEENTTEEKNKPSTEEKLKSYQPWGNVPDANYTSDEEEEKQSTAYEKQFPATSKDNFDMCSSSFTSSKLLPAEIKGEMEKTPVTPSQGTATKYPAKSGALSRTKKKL
KCNQ2 block: KCNQ2 channel blockers in CHO-K1 cells – cell-based, FluxOR thallium flux, B-score, primary screen (AID 2156) | O88943 | 20 min; stronger effect = lower value | B-score at 10 µM | 310,000 compounds, 1.1% hits;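 active = fluorescence ratio B-score at most minus 3 library SDs, with starting brightness B-score within 2 library SDs, cut at about -5.5 in these data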
* = called active by the depositor; i = inactive.

SMILES	Kir21 inh	STK33 kinase inh	KCNQ2 block
Cc1cc(C)c2nc(SCC(=O)Nc3cc(C)on3)c(C#N)cc2c1	1.9	-0.3	i
O=C(NCc1nnnn1-c1ccc(F)c(F)c1)c1ccc(S(=O)(=O)N2CCOCC2)cc1	0.08	-1.1	i
COC(C(=O)Nc1ccc(Cl)cc1C)c1ccccc1 (configuration not stated)	-0.05	-0.4	i
COCCN(Cc1ccco1)C(=O)C1CCCN(c2ncnc3c2nc2n3CCCCC2)C1 (configuration not stated)	0.09	2.4	i
Cc1c(C)c2ccc(OCC(=O)N3CCN(c4ccc(F)cc4)CC3)c(C)c2oc1=O	1.4	1.6	i
CC(C)c1ccc(CN2CC(C(=O)Nc3ccccc3)CC2=O)cc1 (configuration not stated)	-0.06	0.0	i
COc1cc(-c2c(-c3cc(OC)c(OC)c(OC)c3)noc2C)ccc1F	-0.41	-1.2	i
COc1ccccc1NC(=O)CC1CCCC1	0.79	-0.1	i
Cn1c(=O)c2c(nc(NCc3ccco3)n2CC(O)CO)n(C)c1=O (configuration not stated)	-0.16	0.6	i
CCOc1ccc(Cn2nnc(C(=O)Nc3cc(OC)cc(OC)c3)c2N)cc1	1.4	-0.3	i
CCOn1c(SC(C)C)nc2ccccc2c1=O	-3.2	-1.9	i
Cc1cccc(N2CCN(C(=O)c3cccc(N4CCCC4=O)c3)CC2)c1C	1.9	-1.2	i
Cc1oc(-c2ccc(F)cc2)nc1CN(Cc1ccccn1)CC1CCCO1 (configuration not stated)	-2.1	0.6	i
Cc1onc(-c2ccccc2Cl)c1C(=O)NCCCN1CCOCC1	2.5	-1.9	i
COc1ccc(OCC(=O)NS(=O)(=O)c2ccccc2)cc1	0.81	-0.7	i
Cc1cc(C(C)(C)C)oc1C(=O)N(CC(=O)NC1CCCC1)c1c(C)cccc1C	0.02	-1.2	-7*
Cc1cc(C(C)(C)C)oc1C(=O)N(CC(=O)NC1CCCC1)Cc1ccccc1Cl	0.26	2.7	-6.2*
Cc1cc(N/C=C\C(=O)c2ccc(Cl)c(Cl)c2)no1	0.21	-0.9	i
O=S(=O)(c1ccccc1)c1cnn(-c2ccccc2)c1-c1ccc(F)cc1	-1.3	1.4	i
CCc1cccc(C)c1NC(=S)NCC1CCN(c2ccc(OC)cc2)C1 (configuration not stated)	-0.08	0.0	i

Structures above printed as active in KCNQ2 block:
SMILES	Kir21 inh	STK33 kinase inh	KCNQ2 block
Cc1cc(C(C)(C)C)oc1C(=O)N(CC(=O)NC1CCCC1)c1c(C)cccc1C	0.02	-1.2	-7*
Cc1cc(C(C)(C)C)oc1C(=O)N(CC(=O)NC1CCCC1)Cc1ccccc1Cl	0.26	2.7	-6.2*

Other structures:
SMILES	Kir21 inh	STK33 kinase inh	KCNQ2 block
C/C(=N\NC(=O)Cn1c(C)nc2ccccc21)c1cccs1	0.08	1.2	i
O=C(CCC(=O)c1ccccc1)Nc1cccnc1	-0.08	-0.6	i
CC1CCN(C(=O)CSc2nc3c(cnn3-c3ccccc3)c(=O)[nH]2)CC1	1.1	-0.1	i
COc1ccc(S(=O)(=O)Cc2ccc(C(=O)NCc3ccccn3)o2)cc1	-1.2	2.7	i
OCCc1ccc(-c2ccc(Cl)cc2)o1	-0.51	-0.5	i
O=C(CN1CCOCC1)Nc1c(Cl)cc(Cl)cc1Cl	-1.6	0.9	i
CCCCC(=O)Nc1c2c(nn1-c1cccc(C)c1C)CS(=O)(=O)C2	0.22	-1.3	i
O=C(CCl)NN=C(c1ccccc1)c1ccccc1	-3	-0.6	i
Cc1cc(=O)[nH]c(N2CCCNCC2)n1	2.1	-0.8	i
O=C(NNC(=O)c1ccc([N+](=O)[O-])o1)c1ccccc1	-1.4	-2.2	i
COc1ccc(Cl)cc1C(=O)Nn1c(C)nc2ccccc2c1=O	1.9	1.0	i
Cc1cc(C)c2nc(N3CCCN(C(=O)c4ccco4)CC3)c(C#N)cc2c1	-1.8	-0.4	i
Cc1nc(NC(=O)c2ccccc2[N+](=O)[O-])sc1C(=O)N(C)C	1.8	-0.7	i
CC(C)C(c1nnnn1Cc1ccc2c(c1)OCO2)N1CCN(C)CC1 (configuration not stated)	-0.24	-2.6	i
O=c1[nH]c(Nc2ccc3c(c2)OCCO3)nnc1Cc1ccccc1	0.95	-0.7	i
Cc1nc(C(=O)NCC(=O)c2ccc(Cl)cc2)c(C(F)(F)F)o1	-0.38	-0.4	i
O=C(COc1ccc2c(c1)OCO2)Nc1nncs1	2.5	-0.3	i
CCN(C(=O)CSc1cc(C)c2ccccc2n1)c1c(N)n(Cc2ccccc2)c(=O)[nH]c1=O	-0.01	-1.3	i
CC1CN(C(=O)COC(=O)c2ccc(N)c([N+](=O)[O-])c2)CC(C)O1 (configuration not stated)	0.43	-1.0	i
Cc1nnc(NC(=O)CSc2ccccc2N)s1	-0.07	1.2	i

In the list so far, these contain an aryl thioether with sulfur outside any ring:
SMILES	Kir21 inh	STK33 kinase inh	KCNQ2 block
Cc1cc(C)c2nc(SCC(=O)Nc3cc(C)on3)c(C#N)cc2c1	1.9	-0.3	i
CCOn1c(SC(C)C)nc2ccccc2c1=O	-3.2	-1.9	i
CC1CCN(C(=O)CSc2nc3c(cnn3-c3ccccc3)c(=O)[nH]2)CC1	1.1	-0.1	i
CCN(C(=O)CSc1cc(C)c2ccccc2n1)c1c(N)n(Cc2ccccc2)c(=O)[nH]c1=O	-0.01	-1.3	i
Cc1nnc(NC(=O)CSc2ccccc2N)s1	-0.07	1.2	i

Remaining list, next part
SMILES	Kir21 inh	STK33 kinase inh	KCNQ2 block
O=C(O)c1ccc(Cn2cnc3cccnc32)cc1	-0.87	-1.7	i
COc1ccc(N2CC(C(=O)NCCS(=O)(=O)N3CCN(c4ccccc4)CC3)CC2=O)cc1 (configuration not stated)	-1.2	-1.3	i
Cn1c(=O)c2c(nc(Cl)n2CC(=O)NC2(C#N)CCCCC2)n(C)c1=O	-0.26	-0.6	i
O=C1[C@H]2[C@@H](c3ccc(Cl)cc3)N3C(=O)N(c4cccc(F)c4)C(=O)[C@@]3(Cc3ccccc3)[C@H]2C(=O)N1C1CCCCC1	1.7	2.0	i
Cc1ccc(S(=O)(=O)Nc2ccccc2F)cc1C(=O)NCCCN1CCCC1=O	-0.01	-0.3	i
C/C(=N/NC(=O)c1nnn(-c2nonc2N)c1-c1ccccc1)c1ccncc1	-0.1	-0.6	i
COc1ccc(S(=O)(=O)Nc2cccc(C(C)=O)c2)cc1Br	-3.1	-1.2	i
O=C(C1=C[C@H](c2ccc3c(c2)OCO3)C[C@H](OCc2ccc(CO)cc2)O1)N1CCOCC1	1.2	-2.1	i
CCCOC(=O)C1=C(C)NC2=C(C(=O)CC(C)(C)C2)C1c1cccnc1 (configuration not stated)	0.21	-0.4	i
CCOP(=O)(OCC)C(C#N)=C1SCN(c2ccccc2)CS1	-0.38	-0.1	i
CCN(CC)C(=S)SCC(=O)Nc1ccc(S(N)(=O)=O)cc1	-2	2.1	i
C#CCNC(=O)C1=C[C@@H](C2CC2)C[C@@H](OCc2ccc(CO)cc2)O1	-6.5*	0.8	i
CC(NC(=O)c1ccco1)c1ccc(-n2ccnc2)cc1 (configuration not stated)	-1.8	-1.0	i
Cc1ccc(C(=O)C(C)OC(=O)Cc2n[nH]c(=O)c3ccccc23)cc1 (configuration not stated)	-1.4	-1.1	i
O=C(OC1CCCCC1)c1cc2ccccc2oc1=O	-2.1	-0.5	i
CN1C(=O)C(C)(C)c2cc(S(=O)(=O)N3CCCC3C(=O)NCc3ccccc3Cl)ccc21 (configuration not stated)	-0.43	-1.2	i
O=C(O)CSCC(=O)N1CCN(c2ccnc3cc(Cl)ccc23)CC1	-0.18	0.5	i
COc1cccc(C(C(=O)NC(C)(C)C)N(C(=O)CCC(=O)Nc2cc(C)on2)C(C)C)c1OC (configuration not stated)	2.1	-1.1	i
CCC(C(=O)O/N=C(\N)c1cccc(C)c1)c1ccccc1 (configuration not stated)	-0.41	-1.5	i
CCCNC(=S)Nc1ccc(Br)cc1	-1.4	-0.6	i

Individual results from above:
Kir21 inh with `O=C(O)c1ccc(Cn2cnc3cccnc32)cc1` is entered as -0.87
STK33 kinase inh with `Cc1ccc(S(=O)(=O)Nc2ccccc2F)cc1C(=O)NCCCN1CCCC1=O` is entered as -0.3

Other compounds follow:
SMILES	Kir21 inh	STK33 kinase inh	KCNQ2 block
CC(=O)c1c(C)nn(C(C)CC(=O)O)c1C (configuration not stated)	-0.06	-0.1	i
Cc1ccc(S(=O)(=O)N(C)C)cc1NC(=O)COC(=O)/C=C/c1cnc2ccccc2n1	2.2	-0.7	i
COc1ccc(C)cc1S(=O)(=O)N(CC(=O)Nc1cccc([N+](=O)[O-])c1)c1ccc(C)c(C)c1	0.63	-0.2	i
CCCCCN1CC(=O)N2C(C)c3[nH]c4ccccc4c3C[C@H]2C1=O (some centres not stated)	-1.9	0.6	i
O=C(c1ccco1)N1CCCC(N2CCN(c3cccc(C(F)(F)F)c3)CC2)C1 (configuration not stated)	0.66	-3.6	i
Cc1ccc([C@@H]2[C@@H]3C(=O)N(c4ccccc4)C(=O)[C@@H]3[C@]3(C)C(=O)N(CC4CC4)CC(=O)N23)o1	1.3	-0.4	i
CCOC(=O)/C(=N/O)C1=NC(C)(C)Cc2cc(C)c(C)cc21	-5.7	0.1	i
NS(=O)(=O)c1ccc(N=C2C(=O)Nc3ccccc32)cc1	0.47	3.4	i
CC(=O)Nc1ccc(NC(=O)C(C)Oc2ccc(Cl)cc2Cl)cc1 (configuration not stated)	-1.1	-2.4	i
COc1ccccc1C/C(N)=N/OC(=O)/C=C/c1ccccc1	0.7	-1.6	i
Cc1cc(C)c(C#N)c(SCC(=O)c2cccs2)n1	0.97	-0.5	i
c1ccc(CCNc2nc(-c3ccccn3)cs2)cc1	-0.38	-1.3	i
Cc1cc2oc(C(=O)Nc3c(C)n(C)n(-c4ccccc4)c3=O)c(C)c2cc1C	1.1	-0.1	i
COc1ccc(C2C(C(=O)N3CCN(c4ccc(OC)cc4)CC3)c3ccccc3C(=O)N2C)cc1 (configuration not stated)	-0.47	-1.0	i
CCOc1cccc(OCCCOc2cccc3cccnc23)c1	-1.7	-2.8	i
CCCCCCC1CC(C)(/C(C)=N/NC(N)=O)OC1=O (configuration not stated)	0.73	0.2	i
COC(=O)c1cc(S(=O)(=O)Nc2cc(OC)cc(OC)c2)cn1C	0.26	-0.7	i
COc1ccc(S(=O)(=O)Nc2ccccc2OC)cc1C	-2.3	-3.5	i
O=C(CNC(=O)c1ccccc1)N/N=C/c1cccs1	-0.49	0.2	i
Cc1ccccc1NC(=S)Nc1ccccn1	-0.48	-0.8	i
S=c1cnc2ccccc2[nH]1	1.1	1.3	i
CCCNC(=O)CN(c1ccccc1)S(=O)(=O)c1ccc(OC)c(OC)c1	-0.37	-0.7	i
COc1cc(NS(=O)(=O)c2cc(C)ccc2OC)c(OC)cc1Cl	-3.9	-3.1	i
CCOc1ccc(N2CC(NS(=O)(=O)c3cccs3)CC2=O)cc1 (configuration not stated)	-0.28	0.5	i
CC(C)CC1(C)NC(=O)NC1=O (configuration not stated)	-1.2	-0.5	i
Cc1c(/C(O)=C2/C(=O)C(=O)N(CCN(C)C)C2c2ccc(C(C)C)cc2)cnn1-c1ccccc1 (configuration not stated)	1.7	0.6	i
O=C(COc1ccc(S(=O)(=O)NCc2ccccc2)cc1Cl)NCc1ccccn1	-1.4	-0.6	i
Cc1ccc(NC(=O)COC(=O)C2CC2(Cl)Cl)cc1C (configuration not stated)	-0.4	-1.1	i
COc1cc(NC(=O)c2cc(C)on2)cc(C(=O)Nc2cccc(C(F)(F)F)c2)c1	-0.85	1.1	i
COc1ccc(/C=c2/sc3nc(-c4ccccc4)c(-c4ccccc4)n3c2=O)cc1	-0.07	-3.1	i
Cc1ccc(S(=O)(=O)NCC(=O)N(CC(=O)NCc2ccco2)Cc2ccc(F)cc2)cc1	0.67	-1.3	i
O=C(Nc1cccc2cccnc12)c1ccccc1Br	0.08	-0.3	i
COCCc1ncc(CN2CCC(C(=O)Nc3cccc(-c4cscn4)c3)CC2)cn1	-0.01	-0.3	i
CCOC(=O)/C(=N/Nc1ccc(OC)cc1)N1CCCc2ccccc21	-0.98	-2.3	i
O=C(N/N=C\c1ccoc1)c1ccco1	1.3	-0.2	i
O=[N+]([O-])c1cccc(C(=Nc2ccccc2)NO)c1	-1.1	-0.4	i
CC1CCCCN1C(=O)CSc1nc2ccccc2[nH]1 (configuration not stated)	0.05	-1.3	i
CCOC(=O)c1cnn(-c2cc(C)nc3c(-c4ccccc4)cnn23)c1N	-1.8	-0.8	i
Nc1nonc1-n1nnc(C(=O)N/N=C/c2ccoc2)c1CSc1ccccc1	-0.73	-0.6	i
CS(=O)(=O)c1ccc2nc(NC(=O)CN3CCC(Cc4ccccc4)CC3)sc2c1	0.76	1.4	i
Cc1occc1C(=O)Nc1ccc(S(=O)(=O)N2CCN(C)CC2)cc1	1	2.2	i
COc1ccc(/C=N/N2CCN(c3ccc(Cl)cc3)CC2)cc1O	1	1.1	i
COc1ccc2[nH]c3c(=O)n(CCN4CCOCC4)cnc3c2c1	0.09	-0.8	i
COc1cc(C(=O)Nc2sc(C(=O)N3CCOCC3)c(C)c2C#N)cc(OC)c1OC	0.9	1.4	i
CSCCC1NC(=O)N(CC(=O)N2N=C(c3ccc(Cl)cc3)CC2c2ccco2)C1=O (configuration not stated)	1.6	0.6	i
CC(C)OC(=O)CSc1nc(N)c(C#N)c(-c2ccco2)c1C#N	-0.17	-1.1	i
CN(C)CCCN=Cc1c(-c2ccccc2)[nH]n(-c2nc3ccccc3s2)c1=O	1.2	0.3	i
